Source: PubChem BioAssay
hIAP activ: human IAP activators, primary screen, biochemical, luminescence, uHTS; Intestinal-type alkaline phosphatase (Homo sapiens), P09923; 0.16% of 330,000 active; AID 2524, 2010; activation factor at 10 µM; purified human IAP, CDP-Star luminescence, 30 min; stronger effect = higher value; 1 = vehicle-only enzyme, 0 = enzyme-free background;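 active = activation factor of the enzyme at least 2-fold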; note: the source names both 10 and 20 µM as test concentration; values of inactives mirror those of a sister screen read the other way
HKDC1 inh: HKDC1 hexokinase inhibitors, primary screen, biochemical, fluorescence, uHTS; Q2TB90; recombinant HKDC1, G6PDH/diaphorase resazurin coupled fluorescence; inhibition, % at 20 µM; 0.16% of 340,000 active; AID 493160, 2011;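 active = inhibition above about 35% when tested at 20 µM, limit read from the data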;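 note: plate controls were DMSO wells with enzyme for no effect and DMSO wells lacking enzyme for full effect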
Target sequence (Q2TB90 whole entry, looked up): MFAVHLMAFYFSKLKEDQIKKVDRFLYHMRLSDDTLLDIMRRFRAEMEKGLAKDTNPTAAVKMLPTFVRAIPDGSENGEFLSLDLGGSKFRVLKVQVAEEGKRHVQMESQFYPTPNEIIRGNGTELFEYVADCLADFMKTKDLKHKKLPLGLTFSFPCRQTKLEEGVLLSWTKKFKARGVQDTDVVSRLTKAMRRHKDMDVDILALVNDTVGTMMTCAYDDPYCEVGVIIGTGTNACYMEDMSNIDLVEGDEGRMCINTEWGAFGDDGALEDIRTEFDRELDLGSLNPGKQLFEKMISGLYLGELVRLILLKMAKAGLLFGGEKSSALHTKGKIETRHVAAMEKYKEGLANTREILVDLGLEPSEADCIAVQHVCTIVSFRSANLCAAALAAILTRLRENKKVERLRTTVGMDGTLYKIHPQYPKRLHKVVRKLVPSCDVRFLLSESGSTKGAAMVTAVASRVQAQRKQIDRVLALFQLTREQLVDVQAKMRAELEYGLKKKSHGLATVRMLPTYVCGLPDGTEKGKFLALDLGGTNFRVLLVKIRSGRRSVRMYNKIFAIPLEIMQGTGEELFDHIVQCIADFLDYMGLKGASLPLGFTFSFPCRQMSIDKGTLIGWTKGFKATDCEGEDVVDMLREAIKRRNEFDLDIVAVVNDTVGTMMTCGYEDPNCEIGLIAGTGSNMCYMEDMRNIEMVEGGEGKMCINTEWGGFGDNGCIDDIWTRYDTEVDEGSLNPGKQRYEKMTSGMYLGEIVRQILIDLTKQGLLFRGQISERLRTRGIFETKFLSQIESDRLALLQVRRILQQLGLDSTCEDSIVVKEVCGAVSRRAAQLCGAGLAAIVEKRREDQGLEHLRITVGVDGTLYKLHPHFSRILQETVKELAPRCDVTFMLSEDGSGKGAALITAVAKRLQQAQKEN
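Assay system: in-house recombinant HK5 (HKDC1) enzyme. Input: HKDC1 at 5 µg/mL. Medium: Tris pH 8.0 buffer with MgCl2, Tween-20, BSA, BME. Dosing: single 20 µM dose. Schedule: 90 min reaction incubation at room temperature, dark. Signal: resazurin-to-resorufin fluorescence via G6PDH and diaphorase coupling, 525/613 nm. Controls: DMSO-enzyme wells negative, buffer-substituted wells positive.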
A3A deaminase: APOBEC3A ssDNA deaminase inhibitors, primary screen, selectivity assay for APOBEC3G inhibitor project, biochemical, FAM/TAMRA oligo cleavage fluorescence; inhibition, % at 20 µM; 0.41% of 330,000 active; recombinant A3A, FAM/TAMRA ssDNA deamination fluorescence;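 active = at least 40% inhibition at 20 µM here, with at most 30% in a related deaminase screen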;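 note: plate controls were A3A with DMSO for no effect and wells lacking A3A enzyme for full effect; some results filed as inactive read as strong as hits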
Target sequence (P31941 whole entry, looked up): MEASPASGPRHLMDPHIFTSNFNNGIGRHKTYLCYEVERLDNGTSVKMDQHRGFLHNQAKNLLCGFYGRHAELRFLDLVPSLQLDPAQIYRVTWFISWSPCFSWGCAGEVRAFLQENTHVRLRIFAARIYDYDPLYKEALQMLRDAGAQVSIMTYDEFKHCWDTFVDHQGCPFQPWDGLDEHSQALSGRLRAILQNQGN
hIAP inh: human IAP inhibitors, primary screen, biochemical, luminescence, uHTS; Intestinal-type alkaline phosphatase (Homo sapiens), P09923; purified IAP, CDP-Star luminescence, 30 min; inhibition, % at 10 µM; 0.12% of 330,000 active; AID 2544, 2010;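 active = inhibition reaching a set limit with compound at 10 µM in the primary screen, cut at about 35% in these data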;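 note: plate controls were DMSO wells with enzyme for no effect and no-enzyme buffer wells for full effect; values of inactives mirror those of a sister screen read the other way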
mIAP act: activators of mouse IAP, primary screen, biochemical, luminescence, uHTS; intestinal alkaline phosphatase [Mus musculus]; muIAP, CDP-Star luminescence, 30 min; stronger effect = higher value; 1 = vehicle-only enzyme signal, 0 = enzyme-free wells; activation factor at 10 µM; 0.24% of 330,000 active;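 active = activation factor of at least 2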; note: the source names both 10 and 20 µM as test concentration; values of inactives mirror those of a sister screen read the other way
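Assay system: mouse IAP enzyme / Compound: DMSO-dissolved test compounds / Timing: 30 min, room temperature / Measured by: luminescence from enzymatic CDP-Star hydrolysis / Control set: DMSO-only wells, enzyme-free buffer wells as negative control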
mIAP inh: inhibitors of mouse IAP, primary screen, biochemical, luminescence, uHTS; intestinal alkaline phosphatase [Mus musculus]; purified mouse IAP, CDP-Star luminescence, 30 min; inhibition, % at 10 µM; 0.2% of 330,000 active;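 active = inhibition of at least 40% at 10 µM in the primary screen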;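 note: plate controls were DMSO with enzyme for no effect and no enzyme wells for full effect; values of inactives mirror those of a sister screen read the other way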
ATG4B inhibitor: ATG4B protease inhibitors, primary screen, biochemical, fluorescence, uHTS. ATG4B cleavage of LC3-PLA2, NBD-HPC fluorescence, 1 h. inhibition, % at 8.33 µM. 0.51% of 340,000 active. AID 504462, 2011; in the data active = inhibition above about 40%
PfGluPho inh: PfG6PD enzyme inhibitors, primary screen, biochemical, fluorescence intensity, uHTS. glucose-6-phosphate dehydrogenase-6-phosphogluconolactonase (Plasmodium falciparum 3D7). PfGluPho enzyme, NADPH resazurin-diaphorase fluorescence. inhibition, % at 20 µM. 0.78% of 350,000 active;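 active = inhibition reaching at least a set limit at 20 µM in the primary screen, cut at about 59% in these data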;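 note: 0% = DMSO wells with substrate and 100% = DMSO wells lacking glucose-6-phosphate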
* hit, by the source's call; . = not tested or not shown.

hIAP activ,HKDC1 inh,A3A deaminase,hIAP inh,mIAP act,mIAP inh,ATG4B inhibitor,PfGluPho inh,compound
1.3,-4,0,-26,1,-3,-10,-5,O=C(C1CC=CCC1)N1CCN(C(=O)C2CC=CCC2)CC1 (stereo not given)
1.4,2,-12,-38,1,-2,6,-15,CC1CCc2c(sc(NC(=O)C(=O)NCc3ccco3)c2C#N)C1 (stereo not given)
1,-2,-3,-1,1,-2,-9,20,CC1(C)CC(=O)C2=C(C1)Nc1ccccc1S2
0.77,-6,1,23,0.95,5,8,-20,CCOC(=O)C1=C(O)C(=O)NC(c2ccccc2)=C(OC2CCCCC2)C1
0.92,8,-2,8,0.95,5,1,-4,Cc1ccc(C)c(OCc2ccc(C(=O)N3N=C(C(F)F)CC3(O)C(F)F)o2)c1 (stereo not given)
1.1,-2,2,-10,0.97,3,-3,-8,COC(=O)CN(c1ccc2c(c1)OCO2)S(=O)(=O)c1c(C)[nH]c(=O)[nH]c1=O
1.1,-6,2,-5,1,-4,-3,-1,CC1(C)OC(C)(C)/C(=C/Nc2ccccc2)C1=O
0.98,1,-2,2,1.1,-11,6,-10,Cc1cnc(NS(=O)(=O)c2ccc(Cl)cc2)c(Br)c1
0.97,2,-2,3,0.98,2,3,-20,CN(Cc1ccn[nH]1)C(=O)C1CCC(=O)N(Cc2cccc(C(F)(F)F)c2)C1 (stereo not given)
1.2,-3,10,-20,0.99,1,-1,-9,Cc1ccc(NC(=O)Cn2nnc(C(=O)NCc3ccco3)c2N)cc1
0.98,-4,-1,2,1.1,-15,14,-11,OCC[C@@H]1C[C@@H](O)[C@H](O)[C@]2(Cc3ccccc3CCO2)O1
1,20,0,-1,1.1,-6,-21,63*,N#Cc1cc2ccc(N3CCOCC3)cc2cc1C#N
0.87,-7,-5,13,0.98,2,2,-2,CC(C)[C@H](NC(=O)C1CCN(C(=O)[C@H](Cc2ccccc2)NC(=O)OC(C)(C)C)CC1)C(=O)O
1.1,10,4,-8,1,0,14,3,Cc1ccc(C(=O)Nc2scc(-c3ccccc3)c2C(=O)O)o1
0.86,-5,-2,14,0.98,2,-5,-7,CC(=NCc1ccco1)c1c(O)n(C2CCCCC2)c(=O)[nH]c1=O
0.78,5,-4,22,1.1,-5,-8,-6,Cc1ccc(NC(=O)CCN2C(=O)C3CCCCC3C2=O)cc1[N+](=O)[O-] (stereo not given)
0.74,-7,2,26,0.98,2,1,-9,Cc1ccc(NC(=O)C2CC(c3ccc(F)cc3)=NO2)cc1 (stereo not given)
1.1,-6,2,-6,0.92,8,3,13,O=S(=O)(NCCc1ccccc1)c1cccc2cccnc12
1,-2,1,-5,0.98,2,0,2,COc1ccc(C(NC(=O)/C=C/c2ccco2)c2ccc(OC)c(OC)c2)cc1 (stereo not given)
1.1,-9,3,-5,0.86,14,-2,68*,Cc1cc(-c2nsc(=O)o2)c(S(C)(=O)=O)s1
1.2,0,-5,-19,0.93,7,-2,-3,O=C(NCc1cccnc1)C(=O)Nc1nc(-c2ccccc2)cs1
0.85,4,0,15,0.94,6,-11,7,Cc1nn(Cc2ccccc2)c(Cl)c1C(=O)OCc1nnc(-c2ccccc2)o1
1.1,0,-1,-12,0.94,6,-1,-1,OCCC1CN(Cc2cccn2-c2cccnc2)CCN1Cc1ccc(F)cc1 (stereo not given)
0.99,-1,0,1,1,-1,5,0,COc1cc(C(=O)Nc2cc(C(F)(F)F)ccc2Cl)cc(OC)c1OC
0.91,-6,0,9,1,-1,2,5,Cc1cc(NC(=O)C(=O)c2c(C)[nH]c3ccccc23)no1
0.81,3,-1,19,0.96,4,4,-20,CC(=O)c1cccc(N(CC(=O)Nc2ccc(F)cc2F)S(C)(=O)=O)c1
1.1,-8,3,-5,1.1,-6,-6,20,Cc1cc(C(=O)N/N=C/c2c[nH]c3ccccc23)cs1
1.1,2,0,-8,0.89,11,9,-27,CC(C)CN1CCN(Cc2nc3ccccc3s2)CC1CCO (stereo not given)
1.1,6,-4,-10,1,-1,-4,-14,Cc1noc(NC(=O)c2c(-c3c(Cl)cccc3Cl)noc2C)c1[N+](=O)[O-]
0.98,2,-2,2,0.97,3,19,-6,COc1cccc(C(C)NC(=O)c2c(F)cccc2Cl)c1 (stereo not given)
0.92,-5,0,8,0.97,3,6,0,COc1cccc(CNCC(=O)N2C(C)CCCC2C)c1 (stereo not given)
1.2,-1,-2,-19,0.98,2,-1,-7,Cc1nonc1NC(=O)c1oc2ccc(F)cc2c1C
1.1,1,-1,-8,0.89,11,13,-12,O=C(c1ccc(Cl)cc1[N+](=O)[O-])N1CCN(c2ccccn2)CC1
0.79,-3,-4,21,1,0,1,-2,C=CCOC(=O)/C=C/C(=O)NC(N)=O
0.95,-12,0,5,1,-3,-6,-2,O=C(CC1SC2=NCCN2C1=O)Nc1ccccc1 (stereo not given)
1,6,2,-4,0.98,2,13,-1,COc1ccc(S[C@@H](CCN2CC[C@H](C)CCC2=O)c2ccccc2)cc1
1.1,-5,-1,-14,0.96,4,-3,-16,Cc1ccc(S(=O)(=O)Nc2ccc(C(=O)NCCCN3CCOCC3)cc2)cc1[N+](=O)[O-]
0.96,-4,-1,4,0.98,2,-2,-10,CCc1ccc(OC(C)C(=O)Nc2ccccc2C(=O)N2CCOCC2)cc1 (stereo not given)
1,-3,0,-2,1.1,-6,7,-8,C[C@]12CCC(=O)C=C1CC[C@@H]1[C@@H]2[C@@H](O)C[C@]2(C=O)[C@@H](C(=O)CO)CC[C@@H]12
0.9,2,-2,10,1.2,-16,-9,17,CCn1c(SCC(=O)Nc2ccc3c(c2)OCCO3)nnc1-c1c[nH]c2ccccc12
0.27,12,-2,73*,0.27,73*,-3,39,Cc1ccc([N+](=O)[O-])cc1S(=O)(=O)Nc1ccc(O)c(Sc2ncn[nH]2)c1
0.94,3,-2,6,1,-4,0,-13,Cc1ccc(-c2nn(C)c(=O)c3ccccc23)cc1CNS(C)(=O)=O
1.2,-8,-4,-16,1.1,-12,-5,-12,CCOCCCNC(=O)C1CCN(S(=O)(=O)CC)CC1
0.92,-6,5,8,0.97,3,-15,2,Cc1cc(C)n(-c2nc3c(c(=O)[nH]c(=O)n3C)n2C)n1
0.96,-5,-3,4,0.89,11,-5,-21,Cn1cc(/C=C2/SC(=O)N(CC(=O)Nc3ccc4c(c3)OCO4)C2=O)c2ccccc21
0.9,-4,-2,10,0.94,6,-2,4,O=C(O)c1cn(-c2ccccc2)nc1-c1ccc(F)cc1
1.1,0,-4,-14,0.95,5,-9,-5,CCOc1ccc(S(=O)(=O)N2CCN(C(=O)Cc3ccc(S(=O)(=O)N4CCOCC4)s3)CC2)cc1
1.2,4,-1,-24,0.9,10,-1,8,Cc1ccc(Cl)cc1NC(=S)N1CCCCCC1
0.7,.,-2,30,0.93,7,.,.,CCCCOc1ccc(C(=O)Nc2ccc(S(=O)(=O)Nc3onc(C)c3C)cc2)cc1
0.87,-6,1,13,1.1,-6,2,-7,O=C(N/C(=C/c1ccco1)C(=O)N1CCCCCC1)c1ccccc1

Remaining list, next part
hIAP activ,HKDC1 inh,A3A deaminase,hIAP inh,mIAP act,mIAP inh,ATG4B inhibitor,PfGluPho inh,compound
1.2,-12,-2,-17,1.1,-6,-7,1,CCOC(=O)c1c(C)[nH]c(C(=O)N2CCN(c3ccc(OC)cc3)CC2)c1C
1.1,-2,0,-5,1,-1,-17,-5,O=C(O)CSC12CC3CC(C1)CC(C(=O)O)(C3)C2
1.2,13,-3,-23,1,-1,-1,-3,O=C(NC1CCCc2ccccc21)c1ccc(S(=O)(=O)N2CCOCC2)cc1 (stereo not given)
1.2,1,-1,-16,0.88,12,-5,7,CC(C)(C)NC(=O)C(=O)NNC(=O)C12CC3CC(CC(C3)C1)C2
0.82,2,-3,18,0.94,6,-4,13,CN(C)c1ccc(CNC(=O)c2cc(S(=O)(=O)N3CCOCC3)cn2C)cc1
1.2,10,2,-18,0.98,2,2,35,Nc1c(C(=O)NCc2ccco2)c2nc3ccccc3nc2n1CCc1ccc(F)cc1
0.79,-3,4,21,0.88,12,1,9,CCOC(=O)CSc1ncc(-c2ccccc2)nn1
1.1,11,0,-11,0.98,2,9,-1,O=C(O)c1c(F)c(F)c(F)c(F)c1-c1ccc(Cl)cc1
0.78,-6,0,22,0.95,5,-9,6,CCn1cc(S(=O)(=O)c2cccc(C)c2)c(=O)c2cc(F)c(N3CCN(C)CC3)cc21
0.85,17,-5,15,1,0,-4,6,CCOC(=O)c1sc(NC(=O)CSc2nc3ccccc3o2)c(C(=O)OCC)c1C

A stretch taken from the entries so far, for reference:
hIAP activ,HKDC1 inh,A3A deaminase,hIAP inh,mIAP act,mIAP inh,ATG4B inhibitor,PfGluPho inh,compound
1.1,-2,0,-5,1,-1,-17,-5,O=C(O)CSC12CC3CC(C1)CC(C(=O)O)(C3)C2
1.2,13,-3,-23,1,-1,-1,-3,O=C(NC1CCCc2ccccc21)c1ccc(S(=O)(=O)N2CCOCC2)cc1 (stereo not given)
1.2,1,-1,-16,0.88,12,-5,7,CC(C)(C)NC(=O)C(=O)NNC(=O)C12CC3CC(CC(C3)C1)C2
0.82,2,-3,18,0.94,6,-4,13,CN(C)c1ccc(CNC(=O)c2cc(S(=O)(=O)N3CCOCC3)cn2C)cc1

Further results
hIAP activ,HKDC1 inh,A3A deaminase,hIAP inh,mIAP act,mIAP inh,ATG4B inhibitor,PfGluPho inh,compound
0.91,5,5,9,0.86,14,-1,14,CC(C)c1ccc2oc(=O)cc(CN3CCN(c4ccc(F)cc4)CC3)c2c1
1,-6,-3,-4,1.1,-7,46*,-21,O=C(CN1CCCCC1)Nc1ccccc1-c1ccccc1
1.3,5,2,-30,0.96,4,8,-16,COc1cc(NC(=O)CN2CCC(Cc3ccccc3)CC2)c(C)cc1[N+](=O)[O-]
1.2,-10,-1,-20,1.1,-6,1,26,O=c1c(Cc2ccc(Cl)cc2)c(O)ccn1Cc1ccncc1
0.89,16,2,11,0.96,4,16,36,CC(=O)NC1=C(Nc2ccc(N(C)C)cc2)C(=O)c2ccccc2C1=O
0.91,-1,2,9,1.2,-17,6,-12,COc1ccc(CC(=O)N2CC(=O)N(CCc3ccccc3)C(=O)C2)cc1
1,-9,-2,-2,1,-1,3,-11,CCCC(=O)Nc1cc(C)c(NC(=O)c2cccs2)cn1
1.3,5,-4,-32,0.99,1,12,-12,COC(=O)c1cc2ccsc2n1CC(=O)N(C)C1CCCCC1
0.91,6,0,10,0.94,6,-8,7,COC(=O)c1cccc(Nc2nc(-c3cccnc3)nc3ccccc23)c1
1,-1,0,-3,1,0,26,6,Cc1ccccc1CN1CCCC(C(=O)Nc2ccc(-c3ccn[nH]3)cc2)C1 (stereo not given)
1.1,-4,3,-10,0.99,1,-5,5,CSc1ccc(CCNS(=O)(=O)c2c(C)[nH]c(C)c2C(=O)N2CCCCC2)cc1
1.4,4,0,-44,0.7,30,12,-54,O=C(CN1C(=O)S/C(=C\c2ccccc2)C1=O)NNC(=O)c1ccccc1O
1.1,-6,1,-14,1,0,-16,22,CC(/C=N\NC(=O)c1cc(C)oc1C)=C\c1ccccc1
